Nrf2 activator = Nrf2 pathway activation; AREc32 ARE-luciferase reporter (MCF7-derived line), luminescence, 24 h; AID 624171; 0.31% of 410,000 active; Potency, µM (titrated, usually from 46.1 µM), for inactives: top-dose activation, usual class: activators; further: % of control where 0% means no effect; nearly all actives have a fitted effect of over 65% in size
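Cells of the AREc32 ARE-luciferase line are plated in OPTI-MEM containing 5% FBS and left overnight at 37 deg C. Compounds are pinned in, incubation continues 24 hr, and firefly luciferase signal is then measured.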
A549 tox = kills or reduces viability of A549 cells in Nrf2 counter-screen; A549 ARE-Fluc cells, CellTiter-Fluor viability, 18-24 h; Potency, µM (top dose mostly 46 µM), without a hit: at the top dose activity change, negative = cytotoxicity, hits mostly inhibitors; 0.16% of 390,000 active; AID 504648; further: on the % scale 0 is the no-effect control and ±100 the full control effect
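Cytotoxicity counterscreen: CellTiter-Fluor fluorescence was measured in A549 ARE_Fluc cells after 18-24 h of compound exposure in a concentration series. The subsequent BugLite luminescent read reports ARE-luciferase activity.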
ATXN viability = reduces viability in counter-screen for ATXN expression inhibitors. 0.49% of 400,000 active. Potency, µM (series often up to 56.7 µM), actives largely listed as cytotoxic. S2 cells (HEK-293 line with an ATXN2-luciferase reporter) viability, CellTiter-Fluor protease fluorescence, 24 h; further: nearly all actives have a fitted effect of over 40% in size
Nrf2 block = inhibitors of Nrf2 signaling. Potency, µM (top dose mostly 46 µM), without a hit: at the top dose activity change, negative = inhibition, actives largely listed as inhibitors. AID 504444. 2.1% of 360,000 active. A549 ARE-Fluc reporter, luciferase luminescence, 18-24 h; further: on the % scale 0 is the no-effect control and ±100 the full control effect; nearly all actives have a fitted effect of over 60% in size
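Concentration-response testing used A549 ARE_Fluc cells at 5000 cells/well. Following an 18-24 h compound incubation, viability was read by fluorescence (Ex 405/Em 525) and luciferase output by luminescence.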
EPAC2 antag = blocks human EPAC2 exchange factor; EPAC2 GEF exchange of Rap1B-BODIPY-GDP, fluorescence; Potency, µM (series often up to 114 µM), inactives show top-dose activity, negative = inhibition, actives largely listed as inhibitors; 0.18% of 360,000 active; AID 720708; further: on the % scale 0 is the no-effect control and ±100 the full control effect; nearly all actives have a fitted effect of over 45% in size; many of its hits are not listed in these tables
Target sequence (Q8WZA2 whole entry, looked up): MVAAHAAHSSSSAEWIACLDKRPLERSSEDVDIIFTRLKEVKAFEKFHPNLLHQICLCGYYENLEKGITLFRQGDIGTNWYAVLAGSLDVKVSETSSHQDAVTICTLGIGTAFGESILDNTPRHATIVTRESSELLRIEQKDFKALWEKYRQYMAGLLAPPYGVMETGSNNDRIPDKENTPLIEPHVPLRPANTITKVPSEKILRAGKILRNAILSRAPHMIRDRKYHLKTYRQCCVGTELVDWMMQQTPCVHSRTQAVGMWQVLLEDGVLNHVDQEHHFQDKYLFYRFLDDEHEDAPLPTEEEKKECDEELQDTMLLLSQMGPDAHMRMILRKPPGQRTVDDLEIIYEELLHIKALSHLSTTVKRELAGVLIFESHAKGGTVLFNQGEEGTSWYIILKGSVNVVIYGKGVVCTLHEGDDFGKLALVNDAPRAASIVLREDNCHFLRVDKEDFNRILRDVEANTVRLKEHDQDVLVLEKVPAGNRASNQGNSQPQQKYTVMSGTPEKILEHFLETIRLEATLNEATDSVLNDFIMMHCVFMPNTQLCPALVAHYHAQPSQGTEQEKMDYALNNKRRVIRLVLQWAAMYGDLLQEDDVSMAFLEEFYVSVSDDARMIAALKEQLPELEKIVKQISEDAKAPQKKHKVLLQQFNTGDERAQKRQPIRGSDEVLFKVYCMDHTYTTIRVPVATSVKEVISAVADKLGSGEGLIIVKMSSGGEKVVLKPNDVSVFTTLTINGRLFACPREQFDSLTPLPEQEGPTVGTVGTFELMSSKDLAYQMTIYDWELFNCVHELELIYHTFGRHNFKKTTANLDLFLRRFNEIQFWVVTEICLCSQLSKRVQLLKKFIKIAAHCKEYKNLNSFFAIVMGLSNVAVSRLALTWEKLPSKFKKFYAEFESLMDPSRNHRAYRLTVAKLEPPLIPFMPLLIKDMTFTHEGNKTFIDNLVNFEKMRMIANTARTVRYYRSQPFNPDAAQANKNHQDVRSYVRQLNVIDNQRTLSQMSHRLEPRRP
HepG2 viability = kills HepG2 cells in TGF-b inhibitor counter-screen | HepG2 CAGA-GFP viability, ATP luminescence, 18 h | Potency, µM (series often up to 46.1 µM), without a hit: top-dose activity change, negative = cytotoxicity, hits mostly cytotoxic | 0.76% of 410,000 active; further: some results filed as inactive show a strong effect at the top dose
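HepG2 CAGA-GFP cells (1000/well, DMEM with 1% FBS) received compound, then TGF-beta at 500 pg/mL final, and were incubated 18 hours at 37 degrees C. Viability was read by CellTiter-Glo luminescence. Media-only wells were set as complete cell-killing and DMSO as no toxicity.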
MCF10A rereplic = inducers of DNA re-replication in MCF 10A breast cells. AID 624296. 2.9% of 350,000 active. MCF 10A DNA re-replication, Hoechst nuclear intensity, 48 h. Potency, µM (doses to about 46.1 µM), for the others: at the highest dose activity, positive = re-replication, actives largely listed as activators; further: % of control where 0% means no effect; nearly all actives have a fitted effect of over 50% in size
ATXN2 expr inh = ATXN2 expression inhibition; HEK-293 ATXN2-luciferase reporter, luminescence, 24 h; Potency, µM (series often up to 57 µM), for inactives: at the highest dose activity change, negative = inhibition, most hits filed as inhibitors; 0.72% of 360,000 active; further: on the % scale 0 is the no-effect control and ±100 the full control effect; nearly all actives have a fitted effect of over 55% in size
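qHTS (up to 57 uM final) was run with 24 h compound exposure of reporter cells at 37 °C. Each well was multiplexed: SteadyGlo luminescence measured ATXN2-luciferase expression after a fluorogenic Gly-Phe-AFC viability readout (25 uM final).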
TGFb SMAD3 inh = inhibitors of TGF-b signaling | AID 588855 | 1.2% of 410,000 active | Potency, µM (titrated, usually from 46.1 µM), for the others: top-dose activity, negative = inhibition, hits mostly inhibitors | HepG2 CAGA-GFP TGF-b/SMAD3 reporter, GFP fluorescence, 18 h; TGF-beta stimulated, 500 pg/mL final; further: on the % scale 0 is the no-effect control and ±100 the full control effect; nearly all actives have a fitted effect of over 65% in size
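Smad-responsive CAGA-GFP expression was quantified in HEPG2 cells exposed to compounds and 500 pg/mL final TGF-beta for 18 h at 37 degrees C; unstimulated wells defined full inhibition.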
* hit, by the source's call; i = inactive; ? = inconclusive; / = no result given; & = joins results of further samples; [ ] = another dose, or the depositor's remark. The call rests on the fitted dose curve; in most records, active means well fitted curve in the direction sought with a large enough effect; inconclusive means small, poorly fitted or top-dose-only effect, or another doubt; inactive means no such curve, though single readings can be large; an effect the other way counts as inactive or inconclusive. Potency means the concentration at half of the fitted maximal effect.

Preview (2 entries):
The line under a structure holds: Nrf2 activator | A549 tox | ATXN viability | Nrf2 block | EPAC2 antag | HepG2 viability | MCF10A rereplic | ATXN2 expr inh | TGFb SMAD3 inh
> O=C(c1ccc(S(=O)(=O)NCC2CCCO2)cc1)N1CCc2ccccc21 (configuration not stated)
  -0.6% | -22% | i | 26µM* | -1% | -5% | -2% | -15% | -19%
> CCOC(=O)C1=NNC2(CC(=O)N(c3cccc(C)c3)C2=O)C1 (configuration not stated)
  -0.4% | -4% | i | -17% | 8% | -11% | -6% | -24% | -3%

The list itself (from the top)
The line under a structure holds: Nrf2 activator | A549 tox | ATXN viability | Nrf2 block | EPAC2 antag | HepG2 viability | MCF10A rereplic | ATXN2 expr inh | TGFb SMAD3 inh
> O=C(c1ccc(S(=O)(=O)NCC2CCCO2)cc1)N1CCc2ccccc21 (configuration not stated)
  -0.6% | -22% | i | 26µM* | -1% | -5% | -2% | -15% | -19%
> CCOC(=O)C1=NNC2(CC(=O)N(c3cccc(C)c3)C2=O)C1 (configuration not stated)
  -0.4% | -4% | i | -17% | 8% | -11% | -6% | -24% | -3%
> CCCc1nnc(SCCSc2nnc(CCC)n2N)n1N
  -0.1% | 2% | i | 23% | -6% | 3% | 10% | -4% | 17%
> Cc1ccc(NC(=O)COC(=O)[C@@H]2CCCN2C(=O)c2cccs2)cc1S(=O)(=O)N(C)C
  0.0% | 1% | i | -5% | -17% | -13% | -17% | -18% | -1%
> COc1cccc(/C=N/n2c(C3CCCCC3)n[nH]c2=S)c1
  2.6% | -1% | i | -19% | -21% | -12% | ? | / | -20%
> CC(Sc1nc(-c2ccccc2)c(C#N)c(=O)[nH]1)C(=O)Nc1ccc(F)cc1 (configuration not stated)
  -0.7% | 6% | i | -10% | / | -12% | / | -13% | -1%
> CCn1cc(CN2CCC(C(=O)Nc3cccc(-c4cccc(Cl)c4)c3)CC2)c(C)n1
  -1.2% | -10% | i | 5% | 0% | 13µM* | 15% | ? | ?
> CCOc1ccc(S(=O)(=O)NCc2csc(C)n2)cc1
  -0.5% | -3% | i | -17% | 10% | 7% | 9% | 5% | 2%
> CCOC(=O)C1CCN(C(=O)c2cccnc2Oc2ccc(Cl)cc2)CC1
  -1.2% | -7% | i | 1% | -14% | -18% | -6% | / | 3%
> COc1ccc(CCNC(=O)c2ccc3c(c2)sc2nc(-c4ccc(C)cc4)cn23)cc1OC
  4.8% | -6% | / | 20% | / | -23% | / | / | 13%
> Cc1cc(C)cc(Oc2ccccc2/C=C\C(=O)O)c1
  -0.5% | -11% | i | ? | 3% | -1% | 14% | -2% | -4%
> Cc1ccc(C)c(N2CCN(S(=O)(=O)c3cn(C)cn3)CC2)c1
  -0.4% | 2% | i | -18% | -4% | -8% | 30% | 1% | -1%
> COc1ccc(C2CC(=O)Oc3c(C(CCN4CCCC(C)C4)c4cc(OC)c(OC)c(OC)c4)c(OC)cc(OC)c32)cc1 (configuration not stated)
  / | -12% | / | 14% | / | 2% | / | / | -4%
> CCCc1cc(=O)[nH]c(SCC(=O)N2CCN(S(=O)(=O)c3ccc4ccccc4c3)CC2)n1
  0.3%[9.22 µM] | 3% | i | -13% | 4% | -2% | 0% | -7% | -9%
> O=C1NC(=Nc2cccc(O)c2)S/C1=C\c1cccnc1
  2.1% | 3% | i | 2% | 17% | -58% | 3% | 1% | -8%
> Cc1cccc(N2CCN(S(=O)(=O)c3ccc4c(c3)NC(=O)C(C)S4)CC2)c1C (configuration not stated)
  -0.8% | -6% | i | -28% | -17% | 0% | 7% | -24% | 16µM*
> COc1ccc(-c2cnc3c(NC(C)=O)cc(-c4cccc(C(=O)N(C)C)c4)cn23)cc1OC
  11% | / | i | / | -11% | -8% | / | 0% | 22%
> Cc1ccc(NC(=O)CN2CCOCC2)cc1
  -0.5% | -2% | i | ? | 2% | 1% | 5% | -2% | 18%
> N#Cc1nc(COc2ccccc2Cl)oc1NCCc1ccccc1
  6.3% | -7% | / | ? | / | -25% | / | / | ?
> COc1cccc(CN2CC34CC(c5ccc(C(C)=O)cc5)C(CC3S2(=O)=O)O4)c1 (configuration not stated)
  / | -6% | / | -29% | / | -12% | / | / | 0%
> Cc1ccc(CNC(=O)[C@]2(C(F)(F)F)C[C@H](CCc3ccccc3)CCCO2)o1
  / | 3% | / | 8% | / | -21% | / | / | -10%
> C/C(=N\NC(=O)c1c(Cl)cnn1C)c1ccc(NC(=O)c2ccc(Br)o2)cc1
  -0.2% | -9% | i | -19% | -6% | -18% | ? | 2% | -25%
> Cc1ccc(-c2cc3ccccc3nc2N)cc1
  18% | -2% | ? | 26% | -19% | -38% | 10% | / | ?
> O=C(Nc1ccc2c(c1)CCC2)c1ncoc1-c1ccccc1F
  5.3% | 4% | i | -1% | -8% | -20% | 23% | 2% | -18%
> Cc1c(OCC(=O)N2CCC(C(N)=O)CC2)ccc2c3c(c(=O)oc12)CCCC3
  -0.8% | 13% | i | -7% | 2% | 4% | 17% | -2% | 15%
> COC(=O)c1ccc(CSc2nnc(NCc3ccccc3)s2)o1
  1.5% | -3% | i | 38% | 4% | -43% | 2% | 14% | 0%
> Cc1ccc(SCc2c(-c3ccccc3)nn(C)c2Cl)cc1
  0.4% | 14% | i | -27% | -8% | -29% | 8.2µM* | -19% | 6%
> COc1ccc(OCCCCn2c(C3CC(=O)N(c4cccc(Cl)c4)C3)nc3ccccc32)cc1 (configuration not stated)
  2.6% | -23% | ? | ? | / | -10% | / | -33% | ?
> CC(CCc1ccco1)NC(=O)c1cccc2c1C(=O)N(C1CCCCC1)C2 (configuration not stated)
  9.9% | -10% | ? | -14% | -6% | -16% | ? | / | ?
> CN(Cc1nc(CC2CC2)no1)CC12CC3CC(CC(C3)C1)C2
  0.3% | 9% | i | -7% | 1% | 5% | ? | -17% | 1%
> COCCN(C(=O)CSc1nnc(C)n1-c1ccc(C)cc1)c1c(N)n(Cc2ccccc2)c(=O)[nH]c1=O
  -0.6% | 1% | ? | 8% | 0% | -25% | -4% | 4% | ?
> Cc1ccc(C(=O)N(C)CCOc2ccccc2)cc1S(=O)(=O)N1CCCCC1
  -0.9% | -17% | ? | 21µM* | -23% | -20% | 4% | -24% | ?
> CCc1nc2ccc(C(=O)NCCNC(C)=O)cn2c1N(CCC(C)C)CCN(C)C
  -1.2% | / | i | / | 1% | -9% | / | 18% | 15%
> NS(=O)(=O)c1cccc(NC(=O)c2cccc(S(=O)(=O)N3CCCCCC3)c2)c1
  0.3% | 1% | i | -27% | 2% | -19% | 2% | -18% | ?
> c1cc(-c2ccc3nncn3c2)ccc1CN1CCOCC1
  2.5% | / | i | / | 4% | 0% | / | 9% | -1%
> COc1cc(C=O)ccc1OCCOCCOc1cc(C)ccc1Cl
  0.5% | -1% | i | / | -2% | 3% | -8% | -12% | 5%
> Cc1cc2c(cc1S(=O)(=O)NCc1ccc(N(C)C)cc1)OCC(=O)N2
  -0.1%&-1.1% | -11%&-2% | i | -11%&-15% | 10% | -3%&-10% | -2% | 6%&-8% | 7%&-3%
> COc1ccc(C2N=C(c3ccccc3)C(C)(C)N2O)cc1 (configuration not stated)
  -0.3% | -1% | i | 0% | 10% | 7% | 2% | -1% | -8%
> O=C(O)c1cc(-c2ccc(Cl)cc2)n(-c2cccc(Cl)c2)n1
  0.4% | 1% | i | ? | -5% | -6% | ? | -16% | 6%
> O=[N+]([O-])c1ccc2c(c1)c(-c1ccccc1)nc1nncn12
  0.0% | -4% | ? | -19% | -2% | 10% | 2% | -14% | 13%
> O=C(Nn1cnnc1)c1ccc(Cl)cc1[N+](=O)[O-]
  -0.4% | -2% | i | -6% | 0% | -33% | 10% | 6% | 6%
> O=S(=O)(c1ccccc1)N(CC1CO1)c1cc(Cl)ccc1Cl (configuration not stated)
  13% | 6% | i | 4% | -5% | -14% | -1% | 6% | -25%
> Cc1cc(C(=O)N/N=C/c2ccc(Cl)c([N+](=O)[O-])c2)c(C)n1-c1ccc(F)cc1
  ? | 1% | i | 10% | 5% | 2% | 12µM* | -10% | -13%
> COc1cc(OC)c(NC2=C(c3ccc(C(F)(F)F)cc3)C(=O)c3ccccc32)cc1Cl
  3.9% | -2% | i | 10% | / | -8% | / | 12% | ?
> CSc1n[nH]c(NCc2ccc(Cl)cc2)n1
  -0.7% | 0% | / | 0% | 5% | -1% | -3% | / | -9%
> COc1ccccc1CCNC(=O)CSc1ccc(-c2ccco2)nn1
  ? | 1% | i | 25% | 2% | 18% | -5% | / | 8%
> CCCc1nc2ccc(NC(C)=O)cc2c(=O)n1Cc1ccccc1Cl
  2.6% | 11% | i | 4% | -6% | -23% | -1% | 9% | -1%
> CCN1CCC[C@H]1CNC(=O)c1c(OC)ccc(Br)c1OC
  0.0% | 3% | i | 10% | 14% | -9% | -28%&1% | -3%&-12% | 7%
> c1coc(-c2nnc(SCc3cn4ccccc4n3)o2)c1
  2.6% | -1% | i | 4% | 2% | -1% | -8% | 3% | 4%
> Cc1ccc(C(=O)OCC(=O)NCCc2ccc(F)cc2)cc1S(=O)(=O)N1CCOCC1
  0.1% | 5% | / | 8% | -6% | -16% | 14% | -18% | 0%

Continued.
The line under a structure holds: Nrf2 activator | A549 tox | ATXN viability | Nrf2 block | EPAC2 antag | HepG2 viability | MCF10A rereplic | ATXN2 expr inh | TGFb SMAD3 inh
> O=C(c1cc(-c2cccs2)on1)N1CCc2ccccc2C1
  ? | 15%[1.84 µM] | i | ? | -3% | -2% | ? | 14% | -5%
> CN(C)c1cccc2c1c(NC(=O)Nc1ccccc1)nn2C
  2.7% | -1% | i | -11% | -17% | -3% | 28% | / | ?
> O=C(COC(=O)c1ccccc1Br)NCCN1C(=O)CSC1=O
  0.1% | 0% | i | 8% | 6% | -9% | -1% | -9% | -1%
> CCCCOc1ccc(CNC(=O)Cn2ncn3c(cc4cc(F)ccc43)c2=O)cc1
  0.2% | 7% | i | 12% | / | 6% | / | -3% | 33%[activator]
> CC(C)(C)c1ccc(CSc2nnc(-c3ccccc3NC(=O)c3ccccc3)o2)cc1
  2.5% | 13% | i | -16% | 5% | -18% | 9% | 5% | 2%
> Cc1ccc(CNC(=O)CSc2c3c(nc4cc(Cl)ccc24)CCCC3)cc1
  27% | 8% | / | 9% | / | -2% | / | / | 6%
> COc1cc(OC)cc(C(=O)Nn2cc(C(=O)Nc3ccc(F)cc3F)c3ccccc3c2=O)c1
  2.5% | -6% | i | ? | 0% | -21% | 1% | -3% | ?

Bioassay records as filed in PubChem.

These rows are one share of the data. The share of hits here may be higher or lower than overall.
